ALOX12 inh: ALOX12 (human) lipoxygenase inhibition. purified 12hLO, xylenol orange hydroperoxide absorbance. P18054. 580,000 compounds, 1.1% hits. Potency, µM (highest dose often 108 µM), for the others: top-dose activity change, negative = inhibition, most hits filed as inhibitors; also: potency is read from the fitted curve at half-maximal effect; % is scaled to controls: 0 for no effect and ±100 for the full control effect
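Hydroperoxide product was detected by ferrous iron/xylenol orange as the 573 to 405 nm absorbance ratio. Arachidonic acid at 40 uM (final) was turned over for 30 min at room temperature by 150 nM human 12hLO, pH 7.0 Hepes buffer, after 15 min compound preincubation.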
RGS4 inhibitor: human RGS4 inhibition; P49798; Transcreener GDP fluorescence polarization, RGS4-accelerated GTP hydrolysis; Potency, µM (titrated, usually from 114 µM), for the others: at the highest dose activity change, negative = inhibition, usual class: inhibitors; 390,000 compounds, 0.039% hits; also: potency is read from the fitted curve at half-maximal effect; % is scaled to controls: 0 for no effect and ±100 for the full control effect; nearly all actives have a fitted effect of over 75% in size; some results filed as inactive show a strong effect at the top dose
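MLSMR compounds (23 nl, pin-transferred) preincubated 10 min at room temperature with a 500nM (2x) first reagent, then RGS4 at 900nM (2x) plus Transcreener GDP mix added; fluorescence polarization (620/688 nm) read before and after 90 min at 30 °C.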
JMJD2A Tudor: JMJD2A Tudor domain (human) inhibition; 390,000 compounds, 4.4% hits; AlphaScreen JMJD2A-Tudor / H3K4me3 peptide binding; Potency, µM (highest dose often 114 µM), for inactives: at the highest dose activity change, negative = inhibition, hits mostly inhibitors; AID 504339; also: potency is read from the fitted curve at half-maximal effect; % is scaled to controls: 0 for no effect and ±100 for the full control effect; nearly all actives have a fitted effect of over 50% in size
G9a inh: blocks human histone lysine methyltransferase G9a. G9a H3K9 monomethylation, AlphaScreen, 2 h. 350,000 compounds, 8.8% hits. Potency, µM (doses to about 102 µM), for the others: at the highest dose activity, negative = inhibition, actives largely listed as inhibitors. Q96KQ7; also: potency is read from the fitted curve at half-maximal effect; % is scaled to controls: 0 for no effect and ±100 for the full control effect; nearly all actives have a fitted effect of over 75% in size
Target sequence (Q96KQ7 913-1193 limits assumed): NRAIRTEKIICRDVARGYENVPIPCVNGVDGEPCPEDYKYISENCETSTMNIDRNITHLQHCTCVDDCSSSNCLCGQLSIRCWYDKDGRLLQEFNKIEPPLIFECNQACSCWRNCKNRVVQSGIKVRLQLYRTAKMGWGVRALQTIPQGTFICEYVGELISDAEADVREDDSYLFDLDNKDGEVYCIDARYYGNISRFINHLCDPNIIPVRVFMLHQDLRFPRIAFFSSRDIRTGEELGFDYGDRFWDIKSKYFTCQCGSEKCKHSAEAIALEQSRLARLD
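Step 1: enzyme (final 20 nM) with compound, 15 min RT. Step 2: substrate peptide 500 nM and SAM 20 uM, 2 h RT. Step 3: anti-H3K9me1 antibody and AlphaScreen beads, 10 min, then plate read.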
BAZ2B block: BAZ2B (human) inhibition | Q9UIF8 | AlphaScreen BAZ2B-H3K14Ac peptide displacement | Potency, µM (doses to about 114 µM), for the others: top-dose activity change, negative = inhibition, most hits filed as inhibitors | 360,000 compounds, 4.4% hits; also: potency is read from the fitted curve at half-maximal effect; % is scaled to controls: 0 for no effect and ±100 for the full control effect; nearly all actives have a fitted effect of over 60% in size
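AlphaScreen luminescence quantifies BAZ2B engagement of H3K14Ac peptide; the protein and biotinylated peptide are both at 50 nM final, buffer PBS pH 7.4 with 0.01% Tween-20, all steps at room temperature.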
GLS inhibitor: glutaminase GLS (human) inhibition. GLS enzymatic activity, qHTS titration. Potency, µM (titrated, usually from 45.5 µM), without a hit: top-dose activity change, negative = inhibition, actives largely listed as inhibitors. 410,000 compounds, 0.21% hits; also: potency is read from the fitted curve at half-maximal effect; % is scaled to controls: 0 for no effect and ±100 for the full control effect
Target sequence (O94925 whole entry, looked up): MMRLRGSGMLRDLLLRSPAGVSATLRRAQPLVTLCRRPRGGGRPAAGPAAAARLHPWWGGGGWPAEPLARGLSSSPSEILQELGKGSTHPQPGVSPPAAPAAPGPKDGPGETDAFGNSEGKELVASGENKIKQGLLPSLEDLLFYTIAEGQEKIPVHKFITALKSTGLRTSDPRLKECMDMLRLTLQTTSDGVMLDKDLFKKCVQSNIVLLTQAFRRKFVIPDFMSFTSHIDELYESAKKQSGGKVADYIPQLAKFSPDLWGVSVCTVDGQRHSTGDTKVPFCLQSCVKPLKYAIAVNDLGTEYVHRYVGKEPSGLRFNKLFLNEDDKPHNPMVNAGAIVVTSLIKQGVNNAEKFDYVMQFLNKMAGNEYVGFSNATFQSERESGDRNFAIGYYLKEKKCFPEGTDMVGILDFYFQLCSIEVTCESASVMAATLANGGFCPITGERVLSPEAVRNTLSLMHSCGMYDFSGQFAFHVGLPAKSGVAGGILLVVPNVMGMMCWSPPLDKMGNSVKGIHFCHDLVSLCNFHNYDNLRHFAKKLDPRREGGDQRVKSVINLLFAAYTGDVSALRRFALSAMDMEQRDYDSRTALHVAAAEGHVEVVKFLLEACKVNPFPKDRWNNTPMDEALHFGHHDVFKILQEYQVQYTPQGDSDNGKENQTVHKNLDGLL
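hKGA in 45 mM KH2PO4 (pH 8.2), 0.02% Tween-20 with compound, then 1mM L-Glutamine (stock as added) plus glutamate oxidase/HRP/Amplex red coupling mix. Fluorescence read initially and after 30 min at RT; signal change reflects glutamate formation.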
ERG Ets-DNA blk: inhibitors of human ERG Ets domain-DNA interaction; P11308; fluorescence polarization, His-ERG Ets domain / labelled DNA; Potency, µM (doses to about 76.9 µM), inactives show at the highest dose FP activity, negative = inhibition, most hits filed as inhibitors; 370,000 compounds, 0.028% hits; active = well fitted inhibition curve with a large enough effect in the polarisation, with a control signal flat; inconclusive = small, poorly fitted or top-dose-only effect, or effect the other way, or a change in a side signal; inactive = no such curve, though single readings can be large or run the other way; the % refers to the polarisation;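 also: polarization taken with two DNA probes labelled with fluorescein and Texas red; potency is read from the fitted curve at half-maximal effect; % of control where 0% means no effect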
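His-tagged ERG Ets domain (1 uM in the protein solution; 300mM KCl, 50mM Tris-HCl, 1mM EDTA, 1mM DTT, pH 7.5) received compound, then a probe mix of 5 nM fluorescein-DNA and 100nM Texas-615-DNA. Fluorescence polarization was read for both dyes.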
PI4K2A block: inhibitors of human PI4K2A; Q9BTU6; purified PI4K2A, ADP-Glo luminescence, 1 h; hits give low values; activity change, negative = inhibition, % at 76.9 µM; 420,000 compounds, 0.13% hits; AID 1346378; in the data active = activity change below about -50%; inconclusive = mostly about -30% to -49%;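 also: -100% = wells without enzyme as full effect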
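ADP-Glo luminescence measured ADP generated by PI4K2A enzyme (4 ug/mL before mixing) with 1.2 mM PI substrate (pre-mix) and 300 microM ATP (pre-mix). Tris pH7.5 buffer with MgCl2, Triton X-100; 1 h reaction at ambient temperature.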
HP1b chromo inh: blocks HP1-beta chromodomain binding to methylated histone tails; 390,000 compounds, 0.56% hits; P83916; AlphaScreen HP1-beta / biotin-H3K9me3 peptide binding; Potency, µM (series often up to 114 µM), without a hit: top-dose activity change, negative = inhibition, most hits filed as inhibitors; AID 540317; also: potency is read from the fitted curve at half-maximal effect; nearly all actives have a fitted effect of over 70% in size; inactives centre near 23
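HP1-beta protein (50 nM final) preincubated 30 min at room temperature with biotinylated H3(1-18)K9me3 peptide (50 nM) in PBS pH 7.4, 0.01% Tween-20, then compound added for 30 min. AlphaScreen streptavidin donor/nickel chelate acceptor beads (10 ug/mL final), 30 min dark, luminescence read.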
Active calls of the source: *; ? = inconclusive; . = no result given; & = joins results of further samples; [ ] = dose if it differs, or a comment. Unless noted, calls follow the shape of the dose curve; as a rule, active = well fitted curve in the direction sought with a large enough effect; inconclusive = small, poorly fitted or top-dose-only effect, or another doubt; inactive = no such curve, though single readings can be large; an effect the other way counts as inactive or inconclusive.

cpd | BAZ2B block | HP1b chromo inh | ERG Ets-DNA blk | GLS inhibitor | RGS4 inhibitor | ALOX12 inh | PI4K2A block | G9a inh | JMJD2A Tudor | SMILES
1 | -4% | 14% | -7% | -3% | 8% | -12% | 2 | 32µM* | -9% | CCN1CCN(c2ccc(S(=O)(=O)N3CCOCC3)cc2NC(=O)c2ccccc2SC)CC1
2 | -28% | 28% | -3% | -2% | 10% | -54% | 2 | 2% | -21% | CN(C)c1ccc(C(=O)NCc2ccc3c(c2)OCO3)cc1
3 | -7% | 9% | -6% | -1% | 32% | 27% | -4 | -28%[12.7 µM] | -7% | C=CCN(c1ccc(C(=O)NC(C)C)cc1)S(C)(=O)=O
4 | 3% | 7% | 8% | -3% | -31% | 11% | 4 | ? | -7% | CN1CCN(C(=O)Nc2cccc3ccccc23)CC1
5 | -5% | 39%[activator] | 8% | 11% | -14% | -8% | -4 | -3% | 4% | CC(=O)N1CCN(S(=O)(=O)c2ccc(C)cc2)C1C(C)C (stereo not drawn)
6 | -5% | 24% | 11% | 3% | 2%[11.4 µM] | -24% | 3 | . | -31% | CCOc1ccc(CNS(=O)(=O)c2cc(-c3cc(C)no3)ccc2OC)cc1OC
7 | -12% | 7% | 1% | -7% | 0% | -12% | -8 | ? | -13% | CCn1c2ccccc2c2cc(NC(=O)COC(=O)c3cc(S(N)(=O)=O)c(Cl)cc3Cl)ccc21
8 | 0% | 24% | 3% | -3% | -4% | . | -1 | -24% | -6% | CC(=O)Nc1ccc(S(=O)(=O)N2CCN(S(=O)(=O)c3ccc(NC(C)=O)cc3)CC2)cc1
9 | 2% | 37% | 0% | -1% | -9% | -11% | ? | 6% | -14% | COc1cc(SC)ccc1C(=O)Nc1nc(C)cs1
10 | 12% | 34% | 5% | 0% | 6% | -12% | 9 | 19%[59 µM] | -7% | CC(C)CCNC(=O)CNC(=S)N(CCCN1CCOCC1)Cc1cccs1
11 | 4% | 30% | -7% | 2% | -10% | ? | 4 | 17% | -14% | CC(NS(=O)(=O)c1ccc2c(c1)CC(=O)N2C)c1ccccc1 (stereo not drawn)
12 | . | 46%[activator] | -7% | 3% | ? | 155%[activator] | 0 | . | 15%[57.1 µM] | CC(=O)c1nn(-c2ccc(Cl)cc2)cc1C(=O)c1ccccc1
13 | -12% | 10% | 0% | 4% | -5% | 259%[activator] | 0 | 26% | -14% | CC(C)c1nc(CNC(=O)CCc2nnc(-c3ccsc3)o2)cs1
14 | -11% | 3% | 16% | 8% | 9% | -27% | -3 | -11% | -24% | CCCCn1c(SCC(=O)c2ccc(O)cc2O)nc2cc(S(N)(=O)=O)ccc21
15 | -2%&-2% | 51%[activator] | 10%&-7% | 4%&9% | 7%[11.4 µM] | -4%&0% | 2&-1 | 22%[0.501 µM] | -27%&-6% | Cc1nn(S(=O)(=O)c2ccc(F)cc2)c(C)c1S(=O)(=O)N1CCCCC1
16 | 0% | 32%[activator] | -1% | -10% | 16% | 0% | -6 | -5%[59 µM] | -16% | COc1ccc(C2NC(=O)NC(C)=C2C(=O)Nc2ccccc2)cc1OC (stereo not drawn)
17 | 22µM* | ? | -3% | -2% | -5% | 5% | -1 | 1.8µM* | 5.6µM* | COc1cccc(Cn2c(SCc3ccc(C(=O)N4CCC(C)CC4)cc3)nc3ccncc32)c1
18 | -1% | 33% | -4% | 2% | -5% | -2% | 0 | . | -5% | COc1ccc(C(=O)NCCc2nnc3ccc(SCC(=O)Nc4ccccc4F)nn23)cc1
19 | -12% | -14% | 1% | 1% | -2% | -14% | 4 | -10%[59 µM] | -20% | CCC(C)NC(=O)COC(=O)Cc1sc(N)nc1-c1ccc(C)cc1 (stereo not drawn)
20 | -35% | 16% | 2% | 3% | -17% | -13% | -1 | 45µM* | -18% | O=C(Nc1ccc(S(=O)(=O)NCc2ccco2)cc1)C1CCCCC1
21 | 5% | 10% | -11% | 11% | 20% | -14% | 4 | -5% | 7% | Cc1ccccc1Cn1cc(NC(=O)c2nc3ncccn3n2)cn1
22 | 1% | 72%[activator] | 7% | -3% | -2%[11.4 µM] | -13% | 0 | 10% | 1%[11.4 µM] | C/C(=N\NC(=O)CCC(=O)O)c1c(-c2ccccc2)c2cc(Br)ccc2[nH]c1=O
23 | 7% | 23% | -2% | 4% | 32% | -6% | -4 | -2%[2.33 µM] | -15% | CCN1C(=O)[C@H]2[C@@H](c3ccc(SC4CCCCC4)cc3)N[C@@](CC(C)C)(C(=O)OC)[C@H]2C1=O
24 | 0% | 30% | -12% | -11% | -4% | -14% | 5 | -14% | -5% | CCOC(=O)[C@@H]1[C@H]2COc3ccc(Br)cc3[C@@H]2N2C(=O)N(c3cccc(F)c3)C(=O)[C@@]12C
25 | -36% | 31% | -9% | 0% | 2% | 2% | 4 | -25% | -6% | COc1ccc(/C=C/C(=O)Nc2cc(F)ccc2C)cc1S(=O)(=O)N1CCOCC1
26 | -5% | 19% | . | 16% | -8% | 0% | -2 | 11%[12.7 µM] | -4% | O=C(O)CCCNS(=O)(=O)c1ccc(Br)s1
27 | -1% | 32% | -14% | -9% | -40% | 7% | 13 | 7%[59 µM] | -2% | Cc1ccc2nc(-c3cccc(S(=O)(=O)N(C)C)c3)cn2c1
28 | ? | 0% | 1% | 16% | -23% | 8% | -1 | ? | ? | CCn1nc(NS(=O)(=O)c2ccccc2[N+](=O)[O-])c2cc3cccc(C)c3nc21
29 | -25% | 15% | 6% | . | 22% | 4% | 9 | 61%[activator][59 µM] | -1% | Fc1ccc(N2CCN(c3ccc4c(C(F)(F)F)cc(C(F)(F)F)nc4n3)CC2)cc1
30 | . | 37% | -3% | 0% | 3% | -9% | -3 | . | -23% | CCN1C[C@@H]2[C@@H]3C(=O)N(Cc4ccccc4)C(=O)[C@@H]3[C@](C)(C1=O)N2C(=O)c1ccc(C)cc1

An excerpt from above in order of SMILES length, largest number first.
cpd | BAZ2B block | HP1b chromo inh | ERG Ets-DNA blk | GLS inhibitor | RGS4 inhibitor | ALOX12 inh | PI4K2A block | G9a inh | JMJD2A Tudor | SMILES
23 | 7% | 23% | -2% | 4% | 32% | -6% | -4 | -2%[2.33 µM] | -15% | CCN1C(=O)[C@H]2[C@@H](c3ccc(SC4CCCCC4)cc3)N[C@@](CC(C)C)(C(=O)OC)[C@H]2C1=O
29 | -25% | 15% | 6% | . | 22% | 4% | 9 | 61%[activator][59 µM] | -1% | Fc1ccc(N2CCN(c3ccc4c(C(F)(F)F)cc(C(F)(F)F)nc4n3)CC2)cc1
26 | -5% | 19% | . | 16% | -8% | 0% | -2 | 11%[12.7 µM] | -4% | O=C(O)CCCNS(=O)(=O)c1ccc(Br)s1

Going on with the list.
cpd | BAZ2B block | HP1b chromo inh | ERG Ets-DNA blk | GLS inhibitor | RGS4 inhibitor | ALOX12 inh | PI4K2A block | G9a inh | JMJD2A Tudor | SMILES
31 | -4% | -7% | 9% | 9% | -5% | -16% | 1 | ? | -18% | O=C(NC(=S)Nc1ccc2c(c1)OCO2)c1ccc(Cl)cc1
32 | -3% | 30%[activator] | 8% | 1% | -9% | -9% | 8 | 5%[59 µM] | 1% | O=C(NCc1nc(-c2ccccc2)no1)c1cccs1
33 | ? | 33% | -3% | 3% | 22% | 10% | -1 | ? | -8% | COc1ccc(NC(=O)CCS(=O)(=O)c2ccc3nc(C)sc3c2)cc1OC
34 | -19%[57.1 µM] | -8% | 10% | 18% | -8%[11.4 µM] | -20% | 1 | 11% | -7%[11.4 µM] | O=C(NNC(=O)c1cccnc1)Nc1cccc2ccccc12
35 | 3% | 16% | -9% | 2% | 27% | -11% | 4 | 17% | -8% | C/C(=N\NC(=O)c1ccc(N2CCCC2=O)cc1)c1ccncc1
36 | 5% | 32% | 2% | -5% | -52% | -22% | -7 | -4%[59 µM] | -32% | CC1=CC(c2ccccc2)NC(=S)N1 (stereo not drawn)
37 | ? | -21% | -7% | 11% | 17% | -19% | 2 | 20%[0.501 µM] | ? | C/C(=N\N1CCN(C2c3ccccc3-c3ccccc32)CC1)c1cccnc1
38 | -7% | 22% | -7% | 4% | 5% | -13% | -1 | 1% | -10% | C/C(=N\NC(=O)c1c(Cl)c(C)nn1C)c1cccc(NC(=O)COc2ccc(Cl)cc2)c1
39 | . | 12% | -5% | 7% | 2% | -1% | -5 | 4%[59 µM] | 3% | Cc1nnc(SCC(=O)N2CCOCC2)n1C
40 | 5% | 22% | -2% | -31% | 3% | . | 10 | -2%[2.33 µM] | -5% | CC1=C(C(N)=O)C(c2ccccc2F)n2nc(CCCO)nc2N1 (stereo not drawn)
41 | 2% | 3% | 5% | -4% | 11% | -7% | -1 | 23% | 0% | COc1ccccc1NC(=O)C1CCN(C(=O)C2CC(=O)N(c3ccc(C)cc3)C2)CC1 (stereo not drawn)

Molecules above with a COOH group (2):
cpd | BAZ2B block | HP1b chromo inh | ERG Ets-DNA blk | GLS inhibitor | RGS4 inhibitor | ALOX12 inh | PI4K2A block | G9a inh | JMJD2A Tudor | SMILES
22 | 1% | 72%[activator] | 7% | -3% | -2%[11.4 µM] | -13% | 0 | 10% | 1%[11.4 µM] | C/C(=N\NC(=O)CCC(=O)O)c1c(-c2ccccc2)c2cc(Br)ccc2[nH]c1=O
26 | -5% | 19% | . | 16% | -8% | 0% | -2 | 11%[12.7 µM] | -4% | O=C(O)CCCNS(=O)(=O)c1ccc(Br)s1

Source: PubChem BioAssay

This is a subset. The share of hits here may be higher or lower than overall.
